Assay outcomes (PubChem BioAssay)
EBNA-1 inhibitor = EBNA-1 DNA-binding inhibitors, primary screen, biochemical, fluorescence polarization | inhibition, % at 14.8 µM | 300,000 compounds, 0.34% hits; in the data active = inhibition above about 28%
LAP4-GFP MLPCN = modulators of LAP4-GFP expression in yeast, primary screen, S. cerevisiae, multiplex flow cytometry, MLPCN library; 3 h; median GFP as percent of DMSO wells; GFP response vs DMSO, % at 10 µM; 320,000 compounds, 0.34% hits; AID 2023, 2009;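 active = GFP response vs DMSO above a set limit, about the screen mean plus 3 SD, cut at about 150% in these data; inconclusive = under 70 cell events counted for the yeast strain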
AHR act = AHR activators, primary screen, cell-based, luminescence, luciferase reporter, human; Aryl hydrocarbon receptor (Homo sapiens), P35869; AHR-responsive luciferase reporter cells; activation, % at 5 µM; 320,000 compounds, 2.5% hits; AID 2796, 2010; in the data active = activation above about 47%;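 note: 0% = vehicle wells and 100% = reference agonist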
procasp7 counter = procaspase-7 activators, primary screen, counter-screen for procaspase-3 activator project, biochemical, absorbance, HTS, human. recombinant procaspase-7, Ac-DEVD-pNA absorbance 405 nm; D23A/D198A/D206A triple mutant, cannot self-cleave; scale: DMSO 0, 5 µM enzyme 100. activation, % at 8.5 µM. 330,000 compounds, 0.093% hits. AID 463210, 2010;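 active = percent activation above the screen-wide mean plus 3 SD, cut at about 25% in these data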
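System: Uncleavable procaspase-7 mutant enzyme; Amount: 2 µM procaspase-7 mutant as dispensed; Schedule: 1 h compound preincubation, 2 h substrate cleavage, 25 °C; Measured by: 405 nm absorbance of p-nitroaniline; Evaluation: percent activation from buffer-corrected 0–120 min absorbance change; Control set: low DMSO alone, high DMSO plus 5 µM PC-7.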
MEP2 TOR yeast = modulators of MEP2-GFP levels in yeast, primary screen, S. cerevisiae, multiplex flow cytometry, MLPCN library; S. cerevisiae MEP2-GFP strain, 3 h; 100% = DMSO control level; 330,000 compounds, 0.51% hits; GFP response vs DMSO, % at 10 µM;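 active = GFP response versus DMSO above a set limit, roughly screen mean plus 3 SD, cut at about 180% in these data; inconclusive = fewer than 70 cells counted for a yeast strain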;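 note: median GFP fluorescence of the barcode-gated MEP2-GFP cells per well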
procasp3 activ = activators of human procaspase-3 D3A mutant, primary screen, biochemical, absorbance, PC-3 D3A mutant, single concentration | Caspase-3 (Homo sapiens), P42574 | recombinant procaspase-3 D3A, Ac-DEVD-pNA absorbance 405 nm | activation, % at 8.5 µM | 330,000 compounds, 0.11% hits | AID 463141, 2010;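 active = activation above the mean of all tested compounds plus 3 SD, cut at about 21% in these data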;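 note: 0% = DMSO alone and 100% = DMSO wells spiked with extra 5 µM PC-3 D3A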
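System: Procaspase-3 D3A mutant. Medium: Zinc-free 300 mM NaCl, 50 mM HEPES, 0.01% Triton X-100. Schedule: 1 h preincubation plus 2 h reaction at 25 °C. Measured by: 405 nm absorbance of p-nitroaniline, reads at 0 and 120 min. Read-out: percent activation relative to control range.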
ZTA DNA inh = counter-screen for EBNA-1 inhibitors: inhibitors of Epstein-Barr virus ZTA; P03206; ZTA-DNA binding, fluorescence polarization; inhibition, % at 11 µM; 320,000 compounds, 0.15% hits; AID 2234; in the data active = inhibition above about 33%
RPL19A-GFP yeast = RPL19A-GFP expression modulators in yeast, primary screen, cell-based, S. cerevisiae, multiplex flow cytometry, MLPCN | S. cerevisiae RPL19A-GFP strain, 3 h; active compounds read low | 330,000 compounds, 0.3% hits | percent response vs DMSO, % at 10 µM;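 active = percent response vs DMSO below 50%; inconclusive = fewer than 70 events counted for the yeast strain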;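 note: median channel GFP fluorescence of the barcoded RPL19A-GFP strain; ratio of sample median GFP to plate DMSO average so 100% = DMSO; lower means less RPL19A-GFP as with rapamycin TOR inhibition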
* = called active by the depositor; ? = inconclusive; / = no result given; [ ] = remark or other dose.

SMILES	EBNA-1 inhibitor	LAP4-GFP MLPCN	AHR act	procasp7 counter	MEP2 TOR yeast	procasp3 activ	ZTA DNA inh	RPL19A-GFP yeast
Cc1ccc(-c2nc(C=Nc3cccc(C)c3)c(O)o2)cc1	1	88	14	2	87	-9	12	89
CC(=O)Nc1ccc2nc(NC(=O)COc3ccc(C)cc3)sc2c1	1	98	22	0	94	1	-8	95
CCN(CC(=O)NCc1cccs1)C(=O)c1ccc(S(=O)(=O)Nc2ccccc2Cl)cc1	/	93	1	8	95	0	-6	91
CCN1CCCC1CNC(=O)C(=O)NCCc1ccc(OC)c(OC)c1 (stereo unspecified)	-8	102	-1	1	97	4	-1	97
COC(=O)c1nnn(CC(=O)Nc2cccc(Cl)c2)c1C(=O)OC	-5	104	-1	4	108	-1	-10	101
COc1cc(/C=N\NC(=O)c2ccc(=O)[nH]n2)cc(OC)c1OC	2	104	5	-2	107	1	-12	98
O=C(O)[C@H](Cc1ccccc1)N1Cc2ccccc2C1=O	3	99	1	7	102	1	14	102
CCOC(=O)c1ccc(NC(=O)C2CCN(S(=O)(=O)c3ccccc3)CC2)cc1	-1	95	-1	1	94	-1	-15	94
CCOc1ccc(OCCNC(=O)c2oc3ccccc3c2COC)cc1	/	110	7	15	101	3	4	94
O=C1c2cccnc2C(=O)N1Cc1ccc(S(=O)(=O)N2CCN(c3ccccc3)CC2)cc1	5	88[may fluoresce red]	1	-2	?	-11	17	?
COc1ccc(OC)c(CN2CCN(C(=O)CNC(=O)c3cc(C)cc(C)c3)CC2)c1	/	94	7	6	97	5	-20	96
O=C(CN1CCCCC1)Nc1cccc(Oc2ccccc2)c1	14	92	-1	3	94	7	5	93
COC(=O)c1ccc(COc2ccccc2/C=C(\C#N)C(=O)Nc2ccc(C)cc2C)cc1	9	89	-1	14	96	-4	10	103
COc1cccc(C2=CC(c3ccc(OC)c(OC)c3OC)n3nnnc3N2)c1 (stereo unspecified)	8	87	9	-5	90	2	9	90
O=C(Nc1ccc2c(c1)C(=O)OC2)Nc1cccc2ccccc12	-11	106	4	5	104	-7	3	101
NS(=O)(=O)c1ccc(NC(=O)c2ccc3nccnc3c2)cc1	5	117	1	5	100	5	7	101
CCC(Sc1ccc2nnc(-c3ccc(F)cc3)n2n1)C(=O)OC (stereo unspecified)	-2	101	3	-14	102	-8	1	96
COc1ccc(NS(=O)(=O)c2cccc(C(=O)NNC(=O)c3ccc(NC(C)=O)cc3)c2)cc1	-4	105	-3	1	93	8	-16	97
O=C(N/N=C/c1ccccn1)c1cccc([N+](=O)[O-])c1	4	92	2	-4	83	1	2	92
O=C(Nc1cccc(-c2nc3ccccc3o2)c1)c1cccnc1	2	123	22	6	107	-2	-7	96
COc1ccccc1N=C(C)C1=C(O)COC1=O	-9	103	0	1	105	-4	3	99
CCOc1ccccc1C(=O)N/N=C/c1cccc2cccnc12	2	105	32	-1	104	1	11	102
CCO/C=C1\C(=O)N(c2ccccc2)C(=O)c2ccccc21	-10	86	-3	-3	87	-3	3	96
COc1cc(O)sc1C=Nc1ccc(Cl)cc1	-2	96	48*	2	108	-4	-17	109
O=C(CSc1nnc(-c2ccccc2)c(-c2ccccc2)n1)NC1CCS(=O)(=O)C1 (stereo unspecified)	-4	105	0	-1	94	10	-18	105
CCC(C)(C)NC(=O)C(c1cccc(OC)c1OC)N(Cc1ccccc1)C(=O)CCC(=O)Nc1cc(C)on1 (stereo unspecified)	0	91	-3	1	97	-4	0	100
CC(C)c1nc2oc3c(NCC4CCCO4)ncnc3c2c2c1CCC2 (stereo unspecified)	-14	104	25	6	105	8	-12	98
CCCCNC(=O)Nc1cc(C)on1	-8	97	1	13	88	0	-4	97
Cc1cccnc1NC(=O)Nc1cccs1	3	95	9	-6	98	-4	9	105
O=c1c2cnn(-c3ccccc3)c2nnn1/N=C/c1cccnc1	-1	109	2	6	118	9	4	96

3 compounds out of the list above, ordered by the number in LAP4-GFP MLPCN, low to high.
smiles,LAP4-GFP MLPCN
CCC(C)(C)NC(=O)C(c1cccc(OC)c1OC)N(Cc1ccccc1)C(=O)CCC(=O)Nc1cc(C)on1 (stereo unspecified),91
O=C(CN1CCCCC1)Nc1cccc(Oc2ccccc2)c1,92
CC(=O)Nc1ccc2nc(NC(=O)COc3ccc(C)cc3)sc2c1,98

Going on with the list.
SMILES	EBNA-1 inhibitor	LAP4-GFP MLPCN	AHR act	procasp7 counter	MEP2 TOR yeast	procasp3 activ	ZTA DNA inh	RPL19A-GFP yeast
N#CC1=C2SCN(Cc3ccccc3)CN2C(=O)CC1c1cccs1 (stereo unspecified)	-1	105	1	-12	101	-18	5	95
O=C1CN(C(=O)COC(=O)[C@@H]2CC(O)CN2S(=O)(=O)c2ccc(Cl)cc2)c2ccccc2N1 (stereo partly specified)	/	104	1	-11	101	8	/	100
C#CCOCCOCCOCCNc1nc(N2CCN(C(=O)CCCCCCCCCCNC(=O)Cn3cc(CCCCCN)nn3)CC2)nc(N2CCN(C(=O)CCCCCCCCCCNC(=O)[C@H](CO)n3cc(CCCSC)nn3)CC2)n1	-6	118	2	1	96	10	25	103
CCC(C)C(=O)Nc1nnc(SCC(=O)NC2CCCC2)s1 (stereo unspecified)	-19	96	2	3	88	7	1	96
CSc1nnc(CSc2cc(C)nc(N(C)C)n2)o1	7	91	0	-3	107	9	8	103
c1ccc(-c2nc3c(ccc4ccccc43)[nH]2)nc1	16	136	95*	-9	103	-7	-3	98
CCOc1ccc2c(c1)cc(CN(C(=O)CC)C1CCCCC1)c1nnnn12	-18	105	5	2	104	0	-4	99
CC12CCC(C(=O)Nc3ccccc3)(C/C1=N\O)C2(C)C (stereo unspecified)	0	86	-2	3	105	15	-20	96
c1ccc(-c2noc(CSc3nnc(Cc4cccs4)n3-c3ccccc3)n2)cc1	2	99	12	5	98	1	-20	98
CCCn1c(=O)c2ccccc2n2c(SCC(=O)/C(C#N)=C(\C)N)nnc12	8	99	-1	5	98	-7	-7	98
c1cc(SSc2ccncc2)ccn1	-9	107	0	-16	88	-28	-14	102
CCCC1(CCC)NC(=O)N(CC(=O)N2CCc3ccccc32)C1=O	/	116	18	-8	103	-3	/	108
CCOc1ccc(N2C(=O)C3Sc4[nH]c(=O)sc4C(/C=C/c4ccccc4)C3C2=O)cc1 (stereo unspecified)	1	99	27	-6	94	-17	5	98
COc1ccc(-n2c(SCC(N)=O)nnc2-c2ccc(NS(=O)(=O)c3ccc(C)cc3)cc2)cc1	7	108	1	-1	104	1	-3	102
COc1ccccc1-n1c(SCC(=O)N2CCOCC2)nc2cccnc21	-6	93	3	-4	105	-5	16	103
CC(C)(C)c1ccc(S(=O)(=O)Nc2ccc3c(c2)COC3=O)cc1	-9	94	0	4	100	8	5	94
CCC(C)(C)NC(=O)C(c1ccccc1Cl)N(C(=O)CCC(=O)Nc1cc(C)on1)C(C)(C)C (stereo unspecified)	-9	91	-2	6	107	2	5	102
COc1ccc2c(c1)CCCN2C(N)=Nc1ccc(Cl)cc1	-7	87	1	7	108	11	-6	105
COc1cc(NC(=O)c2ccco2)c(OC)cc1NC(=O)Nc1ccccc1Cl	5	103	24	-2	107	0	-6	99
CC(=O)CSc1nc2c(c(=O)[nH]c(=O)n2C)n1CCCc1ccccc1	-14	82	3	0	106	-1	-13	103
Cc1ccc(S(=O)(=O)N(C)C)cc1NC(=O)C(C)OC(=O)C1CCC1 (stereo unspecified)	/	98	1	12	98	6	/	97
CC(C)(C)OC(=O)NCCCCCNC(=O)c1[nH]cnc1C(=O)Nc1nccs1	/	97	8	-8	98	10	16	102
COc1ccccc1C(NC(=O)C1CCCCC1)c1c(O)ccc2ccccc12 (stereo unspecified)	-4	100	3	7	107	-6	-8	108
Cc1noc(C)c1CSCC(=O)Nc1ccc(OC(F)F)c(Cl)c1	-5	103	4	15	97	-1	0	96
NS(=O)(=O)c1ccc(NC(=O)c2ccc3c(c2)CCN3S(=O)(=O)c2ccccc2)cc1	16	88	-1	21	97	1	20	98
CCOc1ccc(-n2c(=S)sc3c(=O)[nH]c(SCC(=O)C(C)(C)C)nc32)cc1	-1	82	5	-5	104	0	8	98
Cc1ccc(C)n1-c1ccc(C#N)cn1	-4	100	-2	3	98	9	1	100
COC(=O)c1sc2nc3c(cc2c1N)COC(C)(C)C3	-16	118	1	-5	104	-10	-6	95
C=CCn1c(Cc2csc(N)n2)nnc1SCC(=O)Nc1ccc(C(=O)OCC)cc1	-8	99	0	-8	103	-9	7	97
COc1ccc(N(CC2CO2)S(=O)(=O)c2ccc(C)cc2)cc1 (stereo unspecified)	-14	85	3	-4	98	-3	-19	100
Cc1ccc(C(=O)OCC(=O)NC2CC2)s1	/	90	-1	7	98	0	/	100
NS(=O)(=O)c1ccc(NC(=O)COC(=O)CCC2CCCC2)cc1	-8	99	1	10	88	-3	0	95
O=C(CN1C(=O)c2ccccc2C1=O)Nc1cccc(Cl)c1	3	95	2	8	99	-4	-2	100
COCCN(CC(=O)NCC1CCCO1)C(=O)CCC(=O)Nc1cc(C)on1 (stereo unspecified)	2	104	-1	-7	112	-5	-20	96
O=[N+]([O-])c1ccc(Cl)c(NC(=S)N2CCCC2)c1	-2	91	-4	-6	108	2	-2	98
O=C(NCCNC(=O)c1cccc(O)c1)c1cccc(O)c1	-1	94	1	3	110	4	1	106
COC(=O)CN(C)C(=O)CC1C(=O)NCCN1CC(C)(C)C (stereo unspecified)	1	103	-3	4	108	-1	-7	97
Nc1ccc(-c2cnc3ccccc3n2)cc1	12	112	1	-5	92	-5	10	92
Cc1ccc(NC(=S)N2CCC(NC(=O)c3ccc(C)cc3)CC2)cc1	-2	97	0	2	111	-3	2	104
O=C(NNC(=O)c1ccccc1O)c1ccc(Cl)c(S(=O)(=O)N2CCCCC2)c1	-19	100	19	-5	106	-13	-16	102
COc1ccc(C(=O)CSc2nnnn2Cc2ccccc2)cc1	-1	103	1	13	102	6	-11	100
O=S(=O)(c1ccc(F)cc1)c1snnc1-c1ccccc1	1	131	0	0	100	-4	-3	93
Cc1cccc(OCCCCCn2ccnc2)c1C	6	82	22	6	95	9	10	95
CCN1C(=O)C2CCCCN2c2ccc(C(=O)NCCOC)cc21 (stereo unspecified)	10	93	9	-4	104	-6	19	101
Cc1ccc(C)c(N2CCN(C(=O)c3ccc(Cn4c(=S)[nH]c5ccc(N6CCOCC6)cc5c4=O)cc3)CC2)c1	-8	110	10	3	133	-3	-14	90
O=C(C1Cc2ccccc2CN1S(=O)(=O)c1ccc(F)cc1)N1CCCCC1 (stereo unspecified)	8	108	1	2	106	3	6	101
C/C(Nc1ccccc1C(F)(F)F)=C1/CCOC1=O	7	101	-2	6	100	9	18	101
O=C(Cc1ccccc1)NC(C(=O)O)C(O)c1ccc([N+](=O)[O-])cc1 (stereo unspecified)	15	100	5	11	104	2	5	102
